Compound activity deposited in PubChem BioAssay by National Center for Advancing Translational Sciences (NCATS).
GALK inh = qHTS Assay for Inhibitors of Human Galactokinase (GALK); 270,000 tested, 0.007% active; Purified GALK, Kinase-Glo residual ATP luminescence; Potency, µM (series often up to 57.5 µM), inactives show at the highest dose activity change, negative = inhibition, actives largely listed as inhibitors; also: potency is read from the fitted curve at half-maximal effect
Target sequence (P51570 whole entry, looked up): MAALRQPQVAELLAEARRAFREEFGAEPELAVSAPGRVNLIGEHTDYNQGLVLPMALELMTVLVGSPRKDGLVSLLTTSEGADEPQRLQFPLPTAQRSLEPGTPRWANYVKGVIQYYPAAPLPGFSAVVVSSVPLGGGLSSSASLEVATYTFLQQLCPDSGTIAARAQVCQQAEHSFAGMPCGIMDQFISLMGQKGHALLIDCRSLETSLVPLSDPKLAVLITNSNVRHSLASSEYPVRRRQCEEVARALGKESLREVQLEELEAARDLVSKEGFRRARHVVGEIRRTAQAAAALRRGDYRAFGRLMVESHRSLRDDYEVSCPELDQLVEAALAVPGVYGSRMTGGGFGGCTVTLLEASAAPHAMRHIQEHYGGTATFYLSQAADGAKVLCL
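Compounds were pin-transferred into ATP buffer (35 uM final), then GALK plus galactose (5 nM, 100 uM final) was added. After 1 h at room temperature, Kinase-Glo Plus was added and luminescence read after 10 min.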
uPA surface inh = qHTS for Inhibitors of Cell Surface uPA Generation; Potency, µM (top dose mostly 38.3 µM), for the others: at the top dose activity change, negative = inhibition, actives largely listed as inhibitors; cell surface uPA generation assay, qHTS; 330,000 tested, 0.31% active; active = well fitted inhibition curve with a large enough effect; inconclusive = small, poorly fitted or top-dose-only effect; inactive = no such curve, though single readings can be large or run the other way; tested in mouse RAW 264.7 cells; also: potency is read from the fitted curve at half-maximal effect; nearly all actives have a fitted effect of over 55% in size
USP2a inh = qHTS Assay for Inhibitors of Ubiquitin-specific Protease USP2a Using CHOP2 as the Reporter. Ubiquitin carboxyl-terminal hydrolase 2 (Homo sapiens), O75604. USP2 core, Ub-CHOP2 coupled fluorogenic reporter, 485/531. Potency, µM (doses to about 38.3 µM), for inactives: at the top dose activity change, negative = inhibition, hits mostly inhibitors. 330,000 tested, 0.01% active. AID 463254, 2010;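 also: potency is read from the fitted curve at half-maximal effect; plate controls were DMSO wells for no effect and full inhibition by NEM control for full effect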
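Deubiquitinase activity read as fluorescence (485/531 nm) after Ub-CHOP2 cleavage activates the enterokinase reporter on its substrate; USP2 core 10nM, Ub-CHOP2 and substrate 25nM each, 30min compound preincubation then 60min RT; data normalized to NEM, curves fitted.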
KCNH2 3.1 block = qHTS for Inhibitors of KCHN2 3.1: Mutant qHTS; Potassium voltage-gated channel subfamily H member 2, brain isoform KCNH2 3.1 (human); U2OS KCNH2 3.1, thallium flux FluxOr; active compounds read low; activity change, % (tested at about 1.8 µM); 340,000 tested, 0.95% active; AID 720553, 2013;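 active = maximum activity change below -70%; inconclusive = maximum activity change from -70% to -50%; inactive = maximum activity change above -50%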;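 also: thallium influx rate constant from kinetic fluorescence after stimulation buffer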
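Virally transduced U2OS (3.1 isoform, 4 h infection in dark at RT) → overnight 37 C → FluxOr + Red40 in HBSS/HEPES, 45 min → stimulation buffer, 2 min kinetic read → rate constant vs DMSO controls.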
B2AR arrestin = qHTS assay of beta-arrestin-biased ligands of beta2-adrenergic receptor; beta-arrestin recruitment to beta2AR, cell-based reporter; Potency, µM (highest dose often 46.1 µM), inactives show at the highest dose activation, usual class: activators; 330,000 tested, 0.02% active;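 also: potency is read from the fitted curve at half-maximal effect; 0% = DMSO controls and full agonism = EC100 isoproterenol or metaproterenol; nearly all actives have a fitted effect of over 65% in size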
Target sequence (P07550 whole entry, looked up): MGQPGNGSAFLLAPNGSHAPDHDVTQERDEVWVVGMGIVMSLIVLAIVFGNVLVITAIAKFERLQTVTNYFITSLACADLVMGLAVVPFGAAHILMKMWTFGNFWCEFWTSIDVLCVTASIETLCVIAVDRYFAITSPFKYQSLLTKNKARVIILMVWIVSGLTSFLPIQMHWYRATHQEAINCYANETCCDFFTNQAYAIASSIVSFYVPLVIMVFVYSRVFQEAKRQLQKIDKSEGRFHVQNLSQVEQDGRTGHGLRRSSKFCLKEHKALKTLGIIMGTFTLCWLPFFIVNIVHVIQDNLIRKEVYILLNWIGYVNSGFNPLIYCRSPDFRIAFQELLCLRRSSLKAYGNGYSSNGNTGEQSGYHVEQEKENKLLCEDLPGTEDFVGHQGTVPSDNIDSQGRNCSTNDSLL
hERG WT inh = qHTS for Inhibitors of KCHN2 3.1: Wildtype qHTS | U2OS, BacMam KCNH2, thallium flux FluxOr; active compounds read low | activity change, % at 1.84 µM | 340,000 tested, 0.37% active | AID 720551, 2013;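 active = maximum activity change below -70%; inconclusive = maximum activity change between -70% and -50%; inactive = maximum activity change above -50%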
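U2OS cells transduced with wild-type KCNH2 virus are loaded with FluxOr dye for 45 min, and thallium flux is measured in kinetic reads before and after stimulation buffer. Rate constants are normalized to DMSO controls.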
Eya2 phos inh = qHTS Assay for Inhibitors of the Phosphatase Activity of Eya2; Potency, µM (doses to about 76.9 µM), for the others: at the top dose activity, negative = inhibition, actives largely listed as inhibitors; AID 488837, 2010; Protein phosphatase EYA2 (Homo sapiens), O00167; 330,000 tested, 0.006% active; recombinant Eya2, OMFP fluorescence dephosphorylation (OMFP is methylfluorescein phosphate); also: potency is read from the fitted curve at half-maximal effect
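Eya2 protein (added as 0.2 uM solution) was preincubated with compound for 10 min at ambient temperature in 50 mM HEPES pH 7.5, 50 mM NaCl, 5 uM MgCl2, 0.05% BSA, 1 mM DTT. OMFP (added at 50 uM) then reacted 10 min; fluorescence read at 485/525 nm.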
Giardia killer = Small Molecules that selectively kill Giardia lamblia: qHTS; activity change, % at 7.66 µM, hits read low; 340,000 tested, 0.15% active; Giardia lamblia trophozoite viability; in the data active = activity change below about -80%; inconclusive = between about -30% and that limit;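 also: parasites exposed to compound for two days anaerobically before the ATP read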
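Anaerobic 48 hrs incubation at 37 deg C of 100 trophozoites/well with test compounds; ATPLite 1-Step luminescence, 15-30 min RT, reports cellular ATP as viability.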
Coupling enz = qHTS Assay for Inhibitors of Fructose-1,6-bisphosphate Aldolase from Giardia Lamblia: Coupling assay counterscreen | 290,000 tested, 0.67% active | coupling enzyme system counterscreen, AmpLite Red fluorescence | activity change, negative = inhibition, % at 58.2 µM, hits read low; in the data active = activity change below about -30%
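Activity here indicates interference with the coupling reaction, not aldolase inhibition. Compounds at 57.5 uM final met coupling enzymes for 10 min at RT; substrate and AmpLite Red detection followed, with a 525/598 nm fluorescence read after 20 min.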
BCR signal inh = qHTS Assay to Find Inhibitors of Chronic Active B-Cell Receptor Signaling. ABC-DLBCL IkBa-CBG/CBR reporter, luminescence ratio, 4 h. Potency, µM (series often up to 46.1 µM), inactives show top-dose ratio change, negative = lower green/red ratio, most hits filed as inhibitors. 340,000 tested, 0.05% active; active = well fitted inhibition curve with a large enough effect in the signal ratio, with a control signal flat, not every such curve was filed as active; inconclusive = small, poorly fitted or top-dose-only effect, or effect the other way, or a change in a side signal; the % refers to the signal ratio;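 also: potency is read from the fitted curve at half-maximal effect; plate controls were basal doxycycline-induced cells for no effect and cells given 10 µM MG132 for full effect; MG132 reads +100%, hits lower the ratio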
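TMD8 human ABC-DLBCL cells with doxycycline-inducible IκBα–green luciferase fusion and unfused red luciferase, in 0.5% FBS medium; compounds up to 46 uM, 4 h at 37C. Green/red luminescence ratio, filter-overlap corrected, fitted to concentration-response curves.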
PKM2 activator = qHTS Assay for Activators of Human Muscle isoform 2 Pyruvate Kinase. Pyruvate kinase PKM (Homo sapiens), P14618. purified PKM2, Kinase-Glo ATP luminescence, activation; response scale: 0% is enzyme alone, no compound. Potency, µM (titrated, usually from 57.5 µM), without a hit: top-dose activation, usual class: activators. 260,000 tested, 0.34% active. AID 1631, 2009; also: potency is read from the fitted curve at half-maximal effect; nearly all actives have a fitted effect of over 55% in size
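ATP formation by purified human PK-M2, quantified via coupled luciferase luminescence after 1 h at room temperature with 0.1 mM ADP and 0.5 mM PEP final.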
* marks the source's active call; other numbers are inactive results; ? = inconclusive; . = not tested or not shown; [ ] = another dose, or the depositor's remark. Unless noted, calls follow the shape of the dose curve; as a rule, active = well fitted curve in the direction sought with a large enough effect; inconclusive = small, poorly fitted or top-dose-only effect, or another doubt; inactive = no such curve, though single readings can be large; an effect the other way counts as inactive or inconclusive. Unless noted, % is scaled to controls: 0 for no effect and ±100 for the full control effect. Compounds were not picked by outcome, and some 2.4% of all compounds hit somewhere here.

SMILES	GALK inh	uPA surface inh	USP2a inh	KCNH2 3.1 block	B2AR arrestin	hERG WT inh	Eya2 phos inh	Giardia killer	Coupling enz	BCR signal inh	PKM2 activator
O=C(Nc1cccc(O)c1)c1ccc(S(=O)(=O)N2CCCCCC2)cc1	-0.9%	-1.8%	0.2%	1.3	0.0%	0.7	3.0%	-1.1	-2.5	3.9%	4.0%
COc1cc(CCC(=O)OCC(=O)N2CCc3ccccc32)cc(OC)c1OC	4.7%	-11.5%	0.5%	.	0.4%	.	7.3%	2.2	0.6	0.2%	.
Cc1ccnc(Nc2nc(-c3ccc(O)cc3O)cs2)c1	-8.2%	?	-1.9%	0.8	0.4%	-10.2	-14.4%	-16.7	-3.5	3.2%	2.5%
O=C(NCc1ccccc1)C(c1ccc(O)cc1)N(C(=O)c1cnccn1)c1ccccc1 (configuration not stated)	4.5%	4.7%	-1.7%	2.0	0.5%	-3.2	9.4%	10.1	3.4	10.3%	0.1%
CCc1ccc(C(C(=O)NCc2ccc(F)cc2)N(C(=O)c2csnn2)C2CC2)cc1 (configuration not stated)	1.0%	0.8%	-0.7%	-27.6	0.7%	-7.1	-6.9%	8.1	1.7	1.6%	.
COc1ccc(S(=O)(=O)N2CCOC2CNC(=O)C(=O)NCc2ccccc2Cl)cc1 (configuration not stated)	-1.7%	-2.2%	2.2%	-8.4	-0.3%	-0.6	-0.9%	2.6	-1.8	-7.1%	-1.2%
O=C(Nc1ccc(Cl)c(C(F)(F)F)c1)c1ccco1	-0.9%	1.3%	-1.5%	-10.9	0.1%	0.2	4.1%	7.1	-7.5	?	1.9%
N#Cc1ccccc1CN1C(=O)NC(Cc2c[nH]c3ccccc23)C1=O (configuration not stated)	-1.9%	11.8%	0.0%	-22.5	0.2%	20.7	-3.5%	-10.4	-0.4	-2.5%	-0.8%
COc1ccc(CCNC(=O)CSc2ccc(-c3ccccc3)nn2)cc1OC	1.2%	3.0%	-0.3%	0.8	-0.4%	-5.3	6.7%	7.5	-1.2	6.8%	-0.8%
CCN1C(=O)N[C@@H](c2cccc(C(F)(F)F)c2)[C@H](C(=O)OC)[C@H]1C	.	-12.9%	.	3.3	.	9.3	.	-3.9	-0.2	.	-3.0%[11.5 µM]
COCc1nnc(N)s1	-2.8%	-6.0%	-1.7%	-34.5	-0.2%	5.2	7.4%	2.1	-0.6	1.1%	-3.0%
O=C1CC(/C=C/c2ccco2)=Nc2ccccc2N1	-1.3%	-0.8%	2.8%	2.5	-0.4%	-12.0	27.1%	5.3	-3.2	18.3%	-1.2%
O=C(NCC1CCCO1)C1CCCN(S(=O)(=O)c2cc(Cl)ccc2Cl)C1 (configuration not stated)	-1.8%	-3.0%	0.2%	-14.2	-0.6%	2.6	0.6%	2.5	0.0	-2.7%	-0.9%
CN(Cc1cccs1)C(=O)C1CC(=O)N(Cc2ccccc2)C1 (configuration not stated)	.	-6.7%	0.3%	0.8	0.0%	3.1	4.7%	-15.0	.	-0.3%	.
COCCCNC(=O)C1CC(=O)N(CCc2ccc(OC)c(OC)c2)C1 (configuration not stated)	-3.1%	-5.0%	1.9%	-6.6	-0.4%	-10.7	14.1%	-7.9	-1.3	-3.1%	3.0%
C[C@H](CO)N1C[C@H](C)[C@@H](CN(C)S(=O)(=O)c2cn(C)cn2)Oc2ccc(NC(=O)C3CC3)cc2C1=O	.	3.1%	-1.8%	-12.5	0.3%	-6.4	-34.2%	29.5	.	-0.1%	.
O=C(/C=C/c1ccc(Cl)cc1)NCCCn1ccnc1	4.0%	4.9%	1.5%	-3.5	0.0%	6.8	-16.2%	-26.4	3.3	1.6%	.
COc1ccc(NC(=O)CN(C)C(=O)C2=COCCO2)cc1	.	1.2%	-0.7%	0.4	0.0%	1.5	3.2%	-19.4	.	9.2%	.
Cc1c(C(=O)NCCSCc2ccccc2Cl)cccc1[N+](=O)[O-]	-3.8%	.	-1.5%	-3.1	-0.1%	-1.8	0.0%	5.3	-2.2	-7.9%	?
O=C(NCCc1nc2ccccc2[nH]1)c1ccco1	-0.5%	-1.5%	1.3%	2.5	0.5%	-8.6	-4.2%	16.8	-2.3	2.6%	-1.2%
Cc1oc(C(C)(C)C)cc1C(=O)Nc1cccc(/C=C/C(=O)O)c1	-1.1%	-1.6%	0.9%	-0.1	0.0%	2.7	11.3%	-5.9	13.2	2.6%	-4.2%
O=C(NCc1ccncc1)c1cccc(S(=O)(=O)NCc2ccccc2)c1	5.2%	7.0%	1.3%	-13.4	-0.8%	16.7	-1.0%	-0.1	.	-3.0%	0.0%
O=C1CCCN2N=C(SCC(=O)Nc3cccc(Cl)c3)SC2=N1	-3.0%	-5.5%	2.3%	-7.8	0.1%	-3.0	20.3%	12.5	-0.1	3.1%	.
COc1ccc(OC)c(S(=O)(=O)N2CCC(C(=O)NCCc3ccc(OC)c(OC)c3)CC2)c1	2.0%	5.8%	1.3%	2.4	-0.3%	-8.3	3.0%	10.1	1.5	-1.3%	0.0%
CCC(=O)NCC(c1cccs1)N1CCOCC1 (configuration not stated)	-2.8%	9.0%	-1.3%	-7.3	0.1%	-20.6	16.0%	5.1	-2.2	-2.3%	-0.4%

(further entries)
SMILES	GALK inh	uPA surface inh	USP2a inh	KCNH2 3.1 block	B2AR arrestin	hERG WT inh	Eya2 phos inh	Giardia killer	Coupling enz	BCR signal inh	PKM2 activator
CCOc1ccc(C2C(C(=O)c3ccc(C)o3)=C(O)C(=O)N2CCN2CCOCC2)cc1OC (configuration not stated)	0.7%	-1.5%	1.6%	-0.2	0.0%	3.2	20.0%	0.6	-4.4	2.5%	0.9%
O=C(/C=C/c1ccccc1[N+](=O)[O-])NCCCN1CCCC1=O	2.6%	-1.6%	0.5%	-2.7	0.0%	-1.4	-4.9%	?	.	-1.3%	-2.6%
O=C(CCCc1ccccc1)NC1CC1	1.3%	-2.7%	2.2%	-2.6	-0.5%	-0.9	3.1%	7.7	-3.2	-9.1%	1.5%
C=CC[C@@H](CC(=O)N[C@H](CO)Cc1ccccc1)C(=O)N[C@H](COC(=O)[C@@H](CC=C)Cc1ccc(F)cc1)Cc1c[nH]c2ccccc12	.	?	3.6%	-12.2	4.2%	-6.9	-7.5%	-23.9	.	?	.
Cc1cccc(Nc2nnc(SCC(=O)c3ccc(Br)s3)s2)c1C	0.1%	11.3%	-0.5%	-4.3	0.4%	0.4	0.3%	-15.0	4.8	?	-6.7%
CCOc1ccc(C(=O)C2CCN(C(=O)c3ccccc3C(=O)O)CC2)cc1	-4.0%	.	0.9%	8.8	-0.2%	27.0	-4.7%	-5.4	4.3	19.1%	-5.9%
Cc1cc(C)n(C(=O)COc2ccc(Cl)cc2Cl)n1	-0.7%	3.4%	0.6%	2.4	0.2%	12.1	-5.1%	17.9	3.2	0.8%	-20.4%
Cc1cc(N2C(=O)C(O)=C(C(=O)c3ccc(C)o3)C2c2cccc(Oc3ccccc3)c2)no1 (configuration not stated)	6.6%	1.9%	0.1%	-19.6	0.6%	-1.3	-14.9%	3.4	7.9	?	.
CCCCn1c(N)c(N(CC(C)C)C(=O)Cn2c(=O)cnc3ccccc32)c(=O)[nH]c1=O	.	9.5%	2.7%	-33.6	0.2%	0.7	-23.8%	17.1	.	?	.
COC(=O)c1ccc(NC(=S)NCCc2cccc(C)c2)cc1	1.4%	-2.4%	-1.0%	-11.4	1.1%	-5.1	-4.0%	7.0	0.5	?	5.7%
CCN1CCN(S(=O)(=O)c2ccc(S(=O)(=O)NCC3CCCO3)cc2)CC1 (configuration not stated)	-2.6%	-1.6%	0.0%	-17.6	-0.7%	-11.7	-9.9%	1.8	5.0	-8.6%	-5.2%
Cc1ccc(NC(=O)C2CC(=O)NC(Nc3cccc(C)c3)=N2)cc1 (configuration not stated)	-2.7%	6.8%	3.3%	-5.0	0.1%	-2.2	5.1%	11.2	2.8	0.7%	0.8%

Copied from the list.
`Cc1ccc(NC(=O)C2CC(=O)NC(Nc3cccc(C)c3)=N2)cc1` (configuration not stated) in hERG WT inh = -2.2
`Cc1cc(N2C(=O)C(O)=C(C(=O)c3ccc(C)o3)C2c2cccc(Oc3ccccc3)c2)no1` (configuration not stated) in KCNH2 3.1 block = -19.6
